HIV fusion peptide: cell-free HIV fusion peptide-binding blockers – biochemical, uHTS, fluorescence dequenching, primary screen (AID 1986). cell-free peptide binding, fluorescence dequenching, 30 min; higher % means a stronger effect. inhibition, % at 20 µM, or IC50 in µM where a hit was titrated. actives 0.3% (n = 290,000); in the data active = inhibition mostly above about 52%, no sharp cut-off; inactive = mostly below about 76%; note: some results filed as inactive read as strong as hits
Yfh1-off respiration: mitochondrial function rescue without frataxin homolog – Friedreich's ataxia, plus single-dose screen, dose response (AID 1465); S. cerevisiae Yfh1-off respiration, WST-1 reduction, 72 h; higher fold induction means a stronger effect; fold induction at 50 µM, or EC50 in µM where a hit was titrated; actives 0.074% (n = 220,000);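 active = fold induction of absorbance versus untreated yeast above a set limit, then at least 30% activation at any dose in follow-up; inconclusive = repeats straddling the limit, or above it without dose testing; inactive = fold induction below the set limit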;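 note: activators that raise dye reduction in frataxin-depleted yeast; strong numbers were not always called active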
Dynein transport: dynein cargo transport inhibition; 3617.4 mouse cells, GR-EGFP nuclear translocation imaging; test concentration mostly 20 µM; stimulated with dexamethasone, 1 µM; stronger effect = lower value; z-score, hits read low; actives 0.47% (n = 220,000);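 active = plate z-score of nuclear minus cytoplasmic receptor signal below a set negative limit, without overly bright fluorescence or cell loss, cut at about -3.5 in these data, passing the limit was not always enough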;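 note: z-score of nuclear minus cytoplasmic ring GR-EGFP intensity difference per well; some compounds called inactive have numbers as strong as hits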
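medium = tetracycline-free induction medium containing charcoal-stripped FBS | probe or stimulus = dexamethasone, 1.0 µM final | timing = 48 h induction, then 1 h compound, then 30 min agonist, 37 °C | detection = automated 10x imaging of fixed Hoechst-stained cells | read-out basis = nuclear versus cytoplasmic GR-EGFP signal, averaged per well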
MT stabilizer: stabilizes microtubules in HeLa cells | HeLa tubulin immunostaining HCS, 24 h; share of cells brighter than vehicle mean+2SD | % tubulin-high responders, % at 10 µM | actives 0.83% (n = 200,000) | AID 2205;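 active = plate Z-score above 3 for both tubulin-high and condensed-nucleus cell shares, with cell loss under 80%, at 10 µM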;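 note: anti alpha tubulin signal scored within the nucleus-defined area of each cell; some results filed as inactive read as strong as hits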
Autophagy mod: alters autophagy in cells | MEF GFP-LC3 puncta imaging; test concentration mostly 10 µM | calls only at 10 µM (by protocol) | actives 0.98% (n = 190,000);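 active = percentage of spot-positive cells more than 3 SD above its plate mean, without a fluorescence outlier flag or 80% toxicity; inconclusive = no clear call, values can overlap the other calls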;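 note: spot-positive cell cutoff set from DMSO-treated cells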
WT yeast gro inh: growth inhibition of WT yeast, mitochondrial fusion screen; inhibition, % at 10 µM; mitochondrial fusion phenotypic screen, WT strain; actives 2.1% (n = 190,000); AID 1362; in the data active = inhibition above about 58%; tested in S. cerevisiae
b-catenin transl: beta-catenin nuclear translocation modulation; HeLa beta-catenin nuclear translocation, immunofluorescence imaging; nuclear translocation activity, % at 5 µM; actives 0.3% (n = 190,000); AID 1665;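 active = nuclear translocation activity above 50% at 5 µM, with a well cell count of 50 or more; inconclusive = wells under 50 cells across six images, flagged as toxic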;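 note: per-cell ratio of nuclear to cytoplasmic median beta-catenin stain intensity; plate controls were DMSO negative control for no effect and GSK-3 inhibitor IX positive control for full effect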
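Read-out: Nuclear/cytoplasmic beta-catenin signal ratio, % activation | Assay system: Human HeLa cell line | Times: 24 h compound exposure at 37°C, 5% CO2 | Signal: Fluorescence imaging of beta-catenin antibody stain plus DAPI | Dosing: 5 µM primary, 0.02–20 µM confirmation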
Insulin prom up: MIN6 insulin promoter up-regulation; MIN6 insulin promoter-GFP reporter, high-content imaging; stronger effect = higher value; z-score at 5 µM; actives 0.3% (n = 190,000); AID 1625;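 active = z-score above 3 at 5 µM with at least 500 cells counted in the well; inconclusive = wells under 500 cells, flagged as cytotoxic or low count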
AID2073: disruptors of CaV2.2 binding to Mint1 – biochemical, HTRF (AID 2073); HTRF protein-protein interaction, Mint1-CaV2.2; higher % means a stronger effect; one-dose inhibition, % at 20 µM; IC50 in µM for titrated hits; actives 0.19% (n = 290,000); in the data active = inhibition mostly above about 51%, no sharp cut-off; inconclusive = no clear call, values can overlap the other calls; inactive = mostly below about 53%; note: some results filed as inactive read as strong as hits
WT yeast gro inh mutant strain: also measured in WT yeast gro inh; calls as there; inhibition, %; mitochondrial fusion phenotypic screen, mutant strain inhibition
Dynein transport cytoplasmic EGFP: also measured in Dynein transport; calls as there; z-score; measured here: cytoplasmic GR-EGFP intensity; stronger effect = higher value
Dynein transport nuclear GR-EGFP: second read-out of Dynein transport, no call of its own (marks repeat the call); z-score; measured here: nuclear GR-EGFP intensity;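 lower value marks the stronger effect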
Dynein transport cell count: also measured in Dynein transport; calls as there; z-score; measured here: cell count per field
Insulin prom up cell count: further read-out of Insulin prom up, marked with its call; cell count; measured here: cytotoxicity, nuclei count;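 total cells summed across four imaged fields per well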
b-catenin transl cell count 5 µM: recorded beside b-catenin transl, whose call it bears; cell count; measured here: cell count, cytotoxicity flag
MT stabilizer Hoechst-high %: also measured in MT stabilizer; calls as there; % Hoechst-high responders; measured here: nuclear condensation Hoechst responders;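 share of cells brighter than vehicle mean plus two SD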
MT stabilizer cytotoxicity %: second read-out of MT stabilizer, no call of its own (marks repeat the call); toxicity, %; measured here: cytotoxicity by cell density;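 0% = mean cell density of plate MIN control wells and 100% = no cells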
Autophagy mod cell loss 18 h: also measured in Autophagy mod; calls as there; toxicity, %; measured here: cell loss, nuclei count;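 cell loss after 18 h compound exposure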
The depositor's hits bear a star; i = inactive; ? = inconclusive; . = no result given; + = active, no number. Not a hit list; any-hit rate near 4.2%.

SMILES | HIV fusion peptide | Yfh1-off respiration | Dynein transport | Dynein transport cytoplasmic EGFP | Dynein transport nuclear GR-EGFP | Dynein transport cell count | MT stabilizer | MT stabilizer Hoechst-high % | MT stabilizer cytotoxicity % | Autophagy mod | Autophagy mod cell loss 18 h | WT yeast gro inh | WT yeast gro inh mutant strain | b-catenin transl | b-catenin transl cell count 5 µM | Insulin prom up | Insulin prom up cell count | AID2073
CCOC(=O)C1(Cc2cccc(Cl)c2)CCCN(C(=O)c2cccc(C)n2)C1 (stereo not drawn) | -4.5% | i | 0.43 | -0.24 | 0.086 | 0.49 | 1.0 | 1.0 | 5.0 | i | 9 | -20 | 3 | 1.5 | 984 | 1 | 1505 | -8%
CCCN(CCC)CCNc1c(NC2CCN(C(=O)OCC)CC2)c(=O)c1=O | -1.2% | i | -0.73 | -0.31 | -0.38 | 0.83 | 3.6 | 4.0 | 8.0 | i | 1 | -4 | 4 | . | . | -0.31 | 909 | 1%
CCCCn1c(SCC(=O)N(C)C2CCS(=O)(=O)C2)nc2cc(S(N)(=O)=O)ccc21 (stereo not drawn) | -1.6% | i | 2.2 | -0.14 | 2.2 | -1.8 | . | . | . | . | . | . | . | 0.4 | 1347 | 0.94 | 945 | 6%
CN(C(=O)COC(=O)c1ccc(S(=O)(=O)N2CCCC2)cc1)c1ccccc1 | -1.1% | i | -0.23 | 0.14 | 0.46 | -2.2 | 4.3 | 1.5 | 6.9 | i | -7 | -4 | -24 | -4.8 | 1115 | -0.52 | 1273 | -1%
CCCCN(CC)Cc1c(C)[nH]c2ccccc2c1=O | -1.5% | . | -0.97 | -0.25 | -0.65 | -0.25 | 3.3 | 1.2 | 6.9 | i | 3 | 1 | 2 | -1.4 | 1081 | . | . | 2%
CCOC(=O)C(C)N1C(=O)S/C(=C/c2cc(C)n(-c3ccncc3)c2C)C1=O (stereo not drawn) | -0.4% | i | 0.16 | -0.031 | 0.82 | -0.99 | 2.1 | 1.2 | 9.0 | i | -1 | -6 | -14 | -5.3 | 1115 | 1 | 1466 | 6%
OCCNCC(O)Cn1c2ccccc2c2ccccc21 (stereo not drawn) | -0.2% | i | 1.2 | 0.1 | 1.2 | -2 | 6.2 | 2.6 | 9.3 | + | 9.4* | -6 | -16 | 3.7 | 794 | 0.95 | 1563 | -2%
CC1Cc2ccccc2N1C(=O)CSc1ncccc1C(=O)O (stereo not drawn) | -0.3% | i | -0.1 | -0.27 | -0.13 | 0.86 | 2.0 | 1.3 | 8.9 | i | 13 | . | . | -4.8 | 1016 | 0.14 | 1296 | -10%
CNC(=S)NNC(=O)c1sc2cc(C(F)(F)F)cnc2c1-c1ccccn1 | -0.2% | i | 0.0021 | -0.17 | -0.056 | 0.092 | 1.9 | 3.2 | 5.2 | i | 11 | -28 | 2 | 1.1 | 1081 | 0.83 | 1277 | -14%
O=C(NCc1ccccn1)C(=O)NCC(c1ccco1)N1CCOCC1 (stereo not drawn) | -1.3% | i | 0.25 | -0.38 | -0.24 | 0.12 | 3.2 | 1.8 | 1.8 | i | 4 | -9 | 10 | 0.4 | 1029 | 1.7 | 1297 | -4%
Cc1cc(C)nc(SCc2ccc(C(=O)N/N=C3\CCCC(=O)C3)cc2)n1 | -0.8% | i | -0.036 | -0.17 | -0.58 | -0.6 | 6.3 | 2.0 | 11 | i | 18 | -4 | -16 | -0.5 | 1030 | 0.78 | 1345 | 7%
CC1CCCCC1NC(=O)C1CCN(C(=O)NC2CCCCC2)CC1 (stereo not drawn) | -0.2% | i | 0.38 | -0.23 | 0.19 | 0.57 | 1.5 | 2.0 | 18 | i | 0 | -18 | -4 | -0.7 | 1081 | 0.09 | 929 | -1%
C=CCn1c(SCC(=O)Nc2ccccc2)nnc1-c1cccc(S(=O)(=O)N2CCOCC2)c1 | -0.2% | i | 1.2 | -0.16 | 0.96 | -0.94 | 2.0 | 1.4 | 5.1 | . | . | 7 | 9 | 1.2 | 1148 | -0.46 | 899 | ?
CC(O)(CS(=O)(=O)Cc1ccc(Cl)cc1)C(=O)Nc1cccc(C(F)(F)F)c1 (stereo not drawn) | 1.8% | i | 0.16 | -0.16 | -0.44 | 0.8 | 0.4 | 1.6 | 9.3 | i | 3 | 2 | 8 | . | . | . | . | 3%
CC(=O)Nc1c(O)nc(SCc2ccc(Cl)cc2)[nH]c1=O | 1.6% | i | 0.28 | -0.27 | 0.25 | 0.33 | 2.8 | 1.6 | 8.0 | i | 1 | -18 | 13 | 3.1 | 1067 | -0.09 | 1411 | 0%
Cc1ccc(S(=O)(=O)n2[nH]c(=O)cc2N)cc1 | 1.6% | i | 0.44 | -0.21 | 0.59 | -0.65 | 2.1 | 1.3 | 5.9 | i | -9 | -1 | -9 | 0.7 | 1102 | -0.31 | 1381 | -36%
CC(C)(CCl)C(=O)Nc1ccc(Sc2ccc(F)cc2)cc1 | 1.3% | i | 1.5 | -0.23 | -0.17 | -0.35 | 2.4 | 2.1 | 7.2 | i | 7 | 50 | 22 | . | . | . | . | 7%
Cc1cccc(OCCCC(=O)Nc2ccc3c(c2)OCO3)c1 | -3.1% | i | 0.7 | -0.22 | 0.45 | 0.35 | 3.0 | 1.2 | 6.5 | i | 20 | 74* | 0.7* | -5.7 | 935 | -0.65 | 1099 | 11%
Nc1ccnn1-c1ccccc1 | -0.7% | i | 0.036 | -0.22 | 0.52 | 0.37 | . | . | . | . | . | . | . | 0.3 | 1320 | -0.85 | 1006 | 8%
NC(=O)C1CNc2ccccc2O1 (stereo not drawn) | 0.5% | i | 0.35 | -0.11 | 0.24 | 0.26 | 1.8 | 0.7 | 6.4 | i | 33 | -22 | -15 | -0.5 | 996 | . | . | 9%

A few values from the entries so far.
AID2073, `CC(C)(CCl)C(=O)Nc1ccc(Sc2ccc(F)cc2)cc1` stands at 7%
HIV fusion peptide, `Cc1cc(C)nc(SCc2ccc(C(=O)N/N=C3\CCCC(=O)C3)cc2)n1` stands at -0.8%

Next section.
SMILES | HIV fusion peptide | Yfh1-off respiration | Dynein transport | Dynein transport cytoplasmic EGFP | Dynein transport nuclear GR-EGFP | Dynein transport cell count | MT stabilizer | MT stabilizer Hoechst-high % | MT stabilizer cytotoxicity % | Autophagy mod | Autophagy mod cell loss 18 h | WT yeast gro inh | WT yeast gro inh mutant strain | b-catenin transl | b-catenin transl cell count 5 µM | Insulin prom up | Insulin prom up cell count | AID2073
COc1cccc(N/N=C(\C#N)S(=O)(=O)C(C)(C)C)c1 | 0.9% | i | -1.3 | -0.2 | -0.7 | 0.42 | 2.3 | 2.6 | 8.1 | i | -8 | -3 | -4 | 0.2 | 1121 | -0.78 | 1315 | 28%
CC(C)=NOc1nc(N(C)C)nc(N2CCOCC2)n1 | -2.2% | i | 0.25 | -0.19 | 0.54 | 1.4 | . | . | . | . | . | . | . | -0.5 | 1394 | 0.58 | 1030 | -1%
O=C(Nc1ccccc1)Oc1cccc(Br)c1 | 0.3% | i | -0.19 | -0.094 | -0.16 | -0.051 | . | . | . | . | . | . | . | -0.4 | 1330 | 0.04 | 1155 | -9%
CCOC(=O)N1CCN(C(=O)CCN2C(=O)COc3ccc(C)cc32)CC1 | 3.8% | i | 0.037 | -0.26 | 0.69 | 1 | 3.0 | 1.7 | 9.5 | i | -2 | -7 | 5 | . | . | -0.17 | 1215 | ?
CCN(CC)C(=O)Cn1cc(S(=O)(=O)CC(=O)NCCc2ccc(OC)c(OC)c2)c2ccccc21 | 0.7% | i | -0.11 | -0.35 | -0.35 | 0.24 | 2.5 | 2.8 | 2.6 | i | 5 | -9 | 14 | -1.8 | 1153 | -0.34 | 1369 | -7%
CC(C)Oc1ccc(Cn2c(-c3ccco3)n[nH]c2=S)cc1 | -0.6% | i | -0.5 | -0.26 | -0.41 | 0.14 | 3.0 | 2.4 | 0.2 | i | -1 | 7 | -10 | -0.1 | 463 | -0.26 | 1151 | -16%
COc1cc(CO)ccc1Oc1nc2ccccc2n2cnnc12 | -2.3% | i | -0.48 | -0.25 | -0.34 | 0.49 | . | . | . | . | . | . | . | 0.9 | 1371 | 0.46 | 1120 | 0%
COc1ccc(NC(=S)N2CCN(C/C=C/c3ccccc3)CC2)cc1OC | -2.0% | i | -0.13 | -0.21 | -0.18 | 0.22 | 0.9 | 1.7 | 1.4 | i | -5 | 3 | -2 | 4.9 | 1403 | -0.88 | 1176 | -21%
COc1cc(OC)c(OC)cc1/C=C/C(=O)c1ccc(NS(=O)(=O)c2ccc(C)cc2)cc1 | 31% | i | -0.4 | 0.72 | -0.19 | 0.48 | 2.7 | 3.6 | 2.3 | i | -6 | 4 | 0 | -0.6 | 518 | 1 | 1166 | 35%
CC(NC(=O)COc1ccccc1)C(c1cccs1)N1CCCC1 (stereo not drawn) | -0.1% | i | 0.43 | -0.24 | 0.49 | -0.039 | 7.7 | 3.9 | 2.2 | i | -5 | -19 | 8 | 0.2 | 1079 | -0.84 | 1350 | 0%
COc1cccc(/C=N/NC(=O)CNC(=O)c2ccc(S(=O)(=O)N3CCCC3)cc2)c1OC | -2.4% | i | -0.35 | -0.19 | -0.3 | 0.21 | 1.7 | 2.0 | 5.7 | i | -2 | -13 | -4 | 3.3 | 877 | 0.66 | 1705 | 9%
